ERp5 inh = ERp5 (human) disulfide isomerase inhibition. Q15084. ERp5 insulin aggregation, absorbance 650 nm, 90 min. inhibition, % at 9.99 µM. 0.05% of 350,000 active. AID 651711;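 active means mean replicate inhibition above about 25%, with every replicate also reaching it, limit read from the data, passing the limit was not always enough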
RAD54 inh = inhibitors of human RAD54 branch migration; Q92698; 0.14% of 360,000 active; inhibition, % at 10.4 µM; AID 602329; RAD54 Holliday junction branch migration, FAM/BHQ fluorescence;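 active means mean normalized replicate activity at least 40 and at least half of replicates scoring 40 or more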;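 further: 0% = median of neutral control wells and 100% = median of positive control wells; inhibitors cause a drop in the FAM fluorescence signal; in these data hits start at about 50%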
Target sequence (Q92698 whole entry, looked up): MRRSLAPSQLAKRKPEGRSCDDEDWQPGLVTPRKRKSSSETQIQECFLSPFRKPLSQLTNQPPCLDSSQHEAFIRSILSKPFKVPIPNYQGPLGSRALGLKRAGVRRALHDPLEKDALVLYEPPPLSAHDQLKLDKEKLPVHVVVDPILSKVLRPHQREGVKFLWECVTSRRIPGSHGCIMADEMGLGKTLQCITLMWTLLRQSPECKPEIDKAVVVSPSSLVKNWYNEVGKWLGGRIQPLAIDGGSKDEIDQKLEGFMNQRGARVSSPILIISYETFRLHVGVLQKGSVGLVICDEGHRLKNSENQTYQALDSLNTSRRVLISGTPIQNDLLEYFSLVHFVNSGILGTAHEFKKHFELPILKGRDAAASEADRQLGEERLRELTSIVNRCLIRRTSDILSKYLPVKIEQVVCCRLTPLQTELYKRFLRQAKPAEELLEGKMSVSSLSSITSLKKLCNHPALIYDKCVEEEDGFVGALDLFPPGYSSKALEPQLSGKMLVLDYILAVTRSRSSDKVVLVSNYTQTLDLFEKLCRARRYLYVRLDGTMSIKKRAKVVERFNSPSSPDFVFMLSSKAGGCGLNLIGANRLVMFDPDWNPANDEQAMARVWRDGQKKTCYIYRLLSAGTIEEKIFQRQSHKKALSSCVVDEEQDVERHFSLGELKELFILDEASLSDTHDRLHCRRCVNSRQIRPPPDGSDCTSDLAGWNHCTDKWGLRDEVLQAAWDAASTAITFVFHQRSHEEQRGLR
E-sel inducer = induces E-selectin expression in human endothelial cells | P16581 | HUVEC E-selectin immunofluorescence imaging; normalized: neutral wells 0, TNF-alpha wells 100 | activation, % at 7.58 µM | 0.37% of 260,000 active | AID 686992;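 active means mean E-selectin-positive cell signal at least 10% of the positive control, reached in at least 60% of replicates, without over 20% cell loss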;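 further: in these data hits start at about 27%; measured in HUVEC primary endothelial cells; signal is the percent of cells scored E-selectin positive by PE staining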
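Material: HUVEC primary endothelial cells; Amount: 3,000 cells per well; Dosing: single concentration; Medium: EGM-2 growth medium on 0.1% gelatin-coated wells; Read-out basis: percent E-selectin-positive cells; Signal: immunofluorescence imaging; Control set: TNF-alpha, DMSO.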
RAD52 inh = RAD52 (human) annealing inhibition; inhibition, % at 18.7 µM; 0.46% of 360,000 active; recombinant RAD52 DNA annealing, FRET fluorescence; P43351;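 active means every replicate showing at least 50% inhibition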
esBAF inh = SWI/SNF esBAF complex inhibition; reporter increase, % at 12.5 µM; 2% of 350,000 active; mouse ES cells, Bmi1-luciferase knock-in reporter, 24 h; 100% = twice the neutral-well signal; in the data active means activation above about 40%;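 further: 0% = median of the plate's neutral control wells and 100% = double that signal; a rise in the Bmi1 reporter signal indicates esBAF inhibition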
ARNT TACC3 PPI = disrupts binding between human ARNT and TACC3 | inhibition, % at 9.99 µM | AlphaScreen His-ARNT PAS-B/GST-TACC3 binding, luminescence; TACC3 fragment carries E629A point mutation | 0.66% of 390,000 active | Q9Y6A5;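 active means mean inhibition of replicates at least 50% and at least half of replicates each reaching 50%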;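 further: 0% = complete ARNT plus TACC3 wells and 100% = ARNT alone without TACC3; many hits fall short of the cut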
PglD DTNB = inhibitors of Campylobacter jejuni PglD acetyltransferase. purified PglD enzyme, DTNB colorimetric CoA detection. inhibition, % at 12.5 µM. 0.098% of 360,000 active; in the data active means inhibition above about 16%, passing the limit was not always enough; further: strong numbers were not always called active
Casp6 inh = blocks human caspase-6 cleavage activity; 0.53% of 350,000 active; P55212; inhibition, % at 12.5 µM; purified caspase-6, Z-VEID-R110 cleavage fluorescence;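 active means mean inhibition across replicates at least about 35%, with every replicate also reaching that limit, limit read from the data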;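 further: 0% = median of neutral control wells and 100% = no fluorescence left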
Numbers without * were called inactive; · = not tested or not shown; & = joins results of further samples.

1. Cc1ccc(S(=O)(=O)c2nc(-c3ccccc3Br)oc2N(C)C)cc1
2. O=C(CNC(=O)c1ccco1)Nc1ccc2c(c1)OCCO2
3. O=C(NCc1ccccc1)[C@]1(C(F)(F)F)C[C@H](CCc2ccccc2)CCCO1
4. COc1ccc(S(=O)(=O)Nc2ccc3c(c2)OCO3)cc1C
5. COc1ccc(-c2n[nH]c(C)c2-c2ccc(OC)c(OC)c2)c(O)c1

assay / compound | 1 | 2 | 3 | 4 | 5
ARNT TACC3 PPI | 17 | 20 | · | 0 | 32
RAD54 inh | 6 | · | -5 | -4 | 4
PglD DTNB | -3 | · | 5 | -2 | -7
Casp6 inh | 1 | 7 | -1 | · | ·
RAD52 inh | 2 | -6 | 2 | · | ·
E-sel inducer | -0.4 | 1.5 | -0.1 | · | ·
esBAF inh | -7 | · | 1 | 3 | 2
ERp5 inh | 6 | -4 | 3 | · | ·

6. CCN(CC)CCCNC(=S)N1CCN(c2nc(-c3ccc(F)cc3)cs2)CC1
7. COc1ccc(NC(=O)N[C@@H]2C=C[C@H](CC(=O)NC3CCC3)O[C@@H]2CO)cc1
8. Nc1ccccc1C(=O)Nc1cccc2ccccc12
9. CCCc1cn(CC[C@H]2CC[C@@H](NS(=O)(=O)c3ccc(-c4ccccc4)cc3)[C@H](CO)O2)nn1
10. Cc1noc(C)c1NC(=O)N(C)C[C@H]1Oc2c(NC(=O)Nc3ccc4c(c3)OCO4)cccc2C(=O)N([C@@H](C)CO)C[C@@H]1C

assay / compound | 6 | 7 | 8 | 9 | 10
ARNT TACC3 PPI | 11 | -2 | -1 | -35 | -2
RAD54 inh | 13 | -11 | 4 | -4 | -7
PglD DTNB | 0 | 0 | -3 | 1 | -4
Casp6 inh | -30 | -2 | -2 | -3 | -1
RAD52 inh | 47 | 3 | 0 | 7 | -1
E-sel inducer | 0.2 | -0.2 | 0.1 | -0.4 | 0.1
esBAF inh | -14 | 4 | 65* | 10 | 4
ERp5 inh | 1 | 6 | 5 | -5 | 0

11. Cc1cc(Nc2ccccc2)nc2cc(O)ccc12
12. C/C=C/c1cnc2c(c1)C(=O)N([C@@H](C)CO)C[C@@H](C)[C@@H](CN(C)C(=O)Cc1cccnc1)O2
13. O=C(C1CC1)N1CC(=O)N2[C@@H](CO)[C@H](c3ccc(C#CC4CCCC4)cc3)[C@@H]2C1
14. C#CC(C)(C)NC(=O)c1ccc(-c2ccccc2F)cc1
15. C[C@@H]1CCCCO[C@@H](CN(C)Cc2ccc(Cl)c(Cl)c2)[C@@H](C)CN([C@H](C)CO)C(=O)c2cc(NC(=O)Nc3ccccc3)ccc2O1

assay / compound | 11 | 12 | 13 | 14 | 15
ARNT TACC3 PPI | -12 | -2 | · | 2 | -1
RAD54 inh | 13 | 0 | · | · | 4&6
PglD DTNB | -2 | 0 | · | · | -2&-1
Casp6 inh | 3 | 2 | 2 | 44* | -1&-1
RAD52 inh | -5 | -11 | 18 | 0 | 1&-9
E-sel inducer | · | -0.3 | 0.0 | · | -0.1
esBAF inh | 30 | 3 | · | · | -15&-3
ERp5 inh | -7 | -5 | 0 | -4 | -3&1

16. COc1ccc2[nH]c3c(c2c1)CCNC3(C)CCc1ccc(Cl)nc1 (centres undefined)
17. O=C(NCCCNC(=O)c1ccc(Cl)cc1Cl)c1cnccn1
18. CC(=O)N1CCC(C(=O)Nc2ccc(S(=O)(=O)N3CCCCC3)cc2)CC1
19. Cn1nnnc1P(=O)(c1ccccc1)c1ccccc1
20. CS(=O)(=O)Nc1ccc2c(c1)[C@@H]1C[C@H](CC(=O)NCC(F)(F)F)O[C@H](CO)[C@@H]1O2

assay / compound | 16 | 17 | 18 | 19 | 20
ARNT TACC3 PPI | 4 | -1 | -2 | -5 | -14
RAD54 inh | · | 6 | -5 | -11 | 1
PglD DTNB | · | 0 | 1 | 2 | -2
Casp6 inh | -2 | -3 | -1 | -2 | 0
RAD52 inh | -15 | -5 | -14 | -10 | 12
E-sel inducer | 0.5 | · | 0.5 | · | -0.2
esBAF inh | · | -10 | -1 | 1 | -3
ERp5 inh | 1 | 1 | 2 | 8 | -3

21. CCCC#Cc1ccc([C@@H]2[C@H](CO)N3CCCCN(CC4CC4)C[C@@H]23)cc1
22. COc1ccc(C)cc1-n1nnnc1SCC(=O)NNC(=O)c1ccc([N+](=O)[O-])cc1
23. CC(C(=O)O)N1C(=O)C2C3CC(C2C1=O)C1C(c2ccccc2)c2sc(=O)[nH]c2SC31 (centres undefined)
24. COCC(=O)N1CCC2(CC1)CN(Cc1ccccc1Cl)[C@@H](CO)c1[nH]c3cc(OC)ccc3c12
25. O=[N+]([O-])c1ccc(S(=O)(=O)N2CCC3(CC2)OCCN3S(=O)(=O)c2cccs2)cc1

assay / compound | 21 | 22 | 23 | 24 | 25
ARNT TACC3 PPI | 7 | -7 | 23 | · | 6
RAD54 inh | 1 | · | -7 | · | ·
PglD DTNB | 3 | · | 4 | · | ·
Casp6 inh | 0 | 5 | 3 | -2 | 36*
RAD52 inh | 31 | -12 | -16 | -103 | -13
E-sel inducer | 0.3 | · | -0.2 | 0.0 | -0.1
esBAF inh | · | -8 | · | · | ·
ERp5 inh | 19 | 2 | -2 | 3 | 3

26. CNC(=O)C1=C[C@H](c2csc3ccccc23)C[C@H](OCc2ccc(CO)cc2)O1
27. CC(C)C#Cc1cnc2c(c1)C(=O)N([C@@H](C)CO)C[C@H](C)[C@@H](CN(C)C(=O)Cc1ccccn1)O2
28. O=C(N[C@@H]1CC[C@H](CCNS(=O)(=O)c2ccc(F)cc2)O[C@@H]1CO)c1cccnc1
29. COc1cc(/C=C/C(=O)O)cc(S(=O)(=O)Nc2ccc3nc(SC)sc3c2)c1OC
30. CCc1cnc(N2[C@H](C#N)[C@@H](c3ccc(-c4cccc(F)c4)cc3)[C@H]2CO)s1
31. CC12CCC(C(=O)N(CCCCN3CCN(c4ccccn4)CC3)C1=O)C2(C)C (centres undefined)
32. Cc1ccc(/C=N/NC(=O)CNC(=O)c2cccs2)o1

assay / compound | 26 | 27 | 28 | 29 | 30 | 31 | 32
ARNT TACC3 PPI | 6 | -3 | 5 | -7 | -2 | -7 | -5
RAD54 inh | -4 | -6 | 5 | · | -4 | -2 | ·
PglD DTNB | -1 | 1 | 0 | · | -2 | -6 | ·
Casp6 inh | 0 | 4 | 1 | 7 | 0 | -2 | 12
RAD52 inh | -11 | 2 | -15 | -18 | 0 | -24 | 3
E-sel inducer | · | 0.3 | 0.5 | 6.6 | 0.1 | · | 0.0
esBAF inh | · | -3 | 1 | · | -8 | 0 | ·
ERp5 inh | -2 | -5 | 4 | 0 | -2 | 7 | 2

Filtered by structure: the entries above containing a halogen (eleven)
1. Cc1ccc(S(=O)(=O)c2nc(-c3ccccc3Br)oc2N(C)C)cc1
3. O=C(NCc1ccccc1)[C@]1(C(F)(F)F)C[C@H](CCc2ccccc2)CCCO1
6. CCN(CC)CCCNC(=S)N1CCN(c2nc(-c3ccc(F)cc3)cs2)CC1
14. C#CC(C)(C)NC(=O)c1ccc(-c2ccccc2F)cc1
15. C[C@@H]1CCCCO[C@@H](CN(C)Cc2ccc(Cl)c(Cl)c2)[C@@H](C)CN([C@H](C)CO)C(=O)c2cc(NC(=O)Nc3ccccc3)ccc2O1
16. COc1ccc2[nH]c3c(c2c1)CCNC3(C)CCc1ccc(Cl)nc1 (centres undefined)
17. O=C(NCCCNC(=O)c1ccc(Cl)cc1Cl)c1cnccn1

assay / compound | 1 | 3 | 6 | 14 | 15 | 16 | 17
ARNT TACC3 PPI | 17 | · | 11 | 2 | -1 | 4 | -1
RAD54 inh | 6 | -5 | 13 | · | 4&6 | · | 6
PglD DTNB | -3 | 5 | 0 | · | -2&-1 | · | 0
Casp6 inh | 1 | -1 | -30 | 44* | -1&-1 | -2 | -3
RAD52 inh | 2 | 2 | 47 | 0 | 1&-9 | -15 | -5
E-sel inducer | -0.4 | -0.1 | 0.2 | · | -0.1 | 0.5 | ·
esBAF inh | -7 | 1 | -14 | · | -15&-3 | · | -10
ERp5 inh | 6 | 3 | 1 | -4 | -3&1 | 1 | 1

20. CS(=O)(=O)Nc1ccc2c(c1)[C@@H]1C[C@H](CC(=O)NCC(F)(F)F)O[C@H](CO)[C@@H]1O2
24. COCC(=O)N1CCC2(CC1)CN(Cc1ccccc1Cl)[C@@H](CO)c1[nH]c3cc(OC)ccc3c12
28. O=C(N[C@@H]1CC[C@H](CCNS(=O)(=O)c2ccc(F)cc2)O[C@@H]1CO)c1cccnc1
30. CCc1cnc(N2[C@H](C#N)[C@@H](c3ccc(-c4cccc(F)c4)cc3)[C@H]2CO)s1

assay / compound | 20 | 24 | 28 | 30
ARNT TACC3 PPI | -14 | · | 5 | -2
RAD54 inh | 1 | · | 5 | -4
PglD DTNB | -2 | · | 0 | -2
Casp6 inh | 0 | -2 | 1 | 0
RAD52 inh | 12 | -103 | -15 | 0
E-sel inducer | -0.2 | 0.0 | 0.5 | 0.1
esBAF inh | -3 | · | 1 | -8
ERp5 inh | -3 | 3 | 4 | -2

Source: PubChem (Broad Institute)
